# Compound activity deposited in PubChem by The Scripps Research Institute Molecular Screening Center.
# LYPLA1 counter – counter-screen for PME1 inhibitors: inhibitors of human LYPLA1 | O75608 | actives 0.16% (n = 320,000) | AID 2174 | inhibition, % at 5.9 µM | recombinant LYPLA1, FP-Rh probe fluorescence polarization;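 active means inhibition above the mean of all tested compounds plus 3 SD, set per campaign, cut at about 14% in these data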;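 further: inhibitors block serine hydrolase probe labeling of LYPLA1 so polarization falls; 0% = enzyme with DMSO and 100% = wells lacking LYPLA1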
# Target sequence (O75608 whole entry, looked up): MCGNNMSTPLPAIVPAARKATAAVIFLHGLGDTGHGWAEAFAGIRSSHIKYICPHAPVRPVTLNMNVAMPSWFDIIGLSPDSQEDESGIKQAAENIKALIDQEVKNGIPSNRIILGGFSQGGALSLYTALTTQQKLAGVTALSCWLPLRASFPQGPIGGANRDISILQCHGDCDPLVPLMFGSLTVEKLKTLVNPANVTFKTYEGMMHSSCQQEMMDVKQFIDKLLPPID
# PAFAH1B3 FP inh – inhibitors of human PAFAH1B3 | actives 0.28% (n = 340,000) | Q15102 | inhibition, % at 3.39 µM | recombinant PAFAH1B3, FP-rhodamine probe, fluorescence polarization | AID 492972;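 active means inhibition above the screen-wide average of all tested compounds plus 3 SD, cut at about 25% in these data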;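 further: 0% = enzyme with DMSO only and 100% = wells lacking PAFAH1B3 protein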
# PAD4 FP inh – PAD4 (human) enzyme inhibition; Q9UM07; recombinant PAD4, RCA probe fluorescence polarization; inhibition, % at 6.36 µM; actives 0.41% (n = 330,000);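 active means percent inhibition above a cutoff equal to the mean of all tested compounds plus 3 SD, cut at about 15% in these data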;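 further: 0% = PAD4 with RCA probe and DMSO and 100% = probe without PAD4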
# pPAFAH FP inh – pPAFAH (human) enzyme inhibition; recombinant pPAFAH, FP-rhodamine probe fluorescence polarization; actives 1.5% (n = 330,000); inhibition, % at 3.39 µM; Q13093;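 active means inhibition above the mean inhibition across the screen plus 3 SD, cut at about 25% in these data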;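 further: inhibitors block binding of the rhodamine activity-based probe so polarization drops; 0% = enzyme with DMSO and 100% = wells lacking pPAFAH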
# Target sequence (Q13093 whole entry, looked up): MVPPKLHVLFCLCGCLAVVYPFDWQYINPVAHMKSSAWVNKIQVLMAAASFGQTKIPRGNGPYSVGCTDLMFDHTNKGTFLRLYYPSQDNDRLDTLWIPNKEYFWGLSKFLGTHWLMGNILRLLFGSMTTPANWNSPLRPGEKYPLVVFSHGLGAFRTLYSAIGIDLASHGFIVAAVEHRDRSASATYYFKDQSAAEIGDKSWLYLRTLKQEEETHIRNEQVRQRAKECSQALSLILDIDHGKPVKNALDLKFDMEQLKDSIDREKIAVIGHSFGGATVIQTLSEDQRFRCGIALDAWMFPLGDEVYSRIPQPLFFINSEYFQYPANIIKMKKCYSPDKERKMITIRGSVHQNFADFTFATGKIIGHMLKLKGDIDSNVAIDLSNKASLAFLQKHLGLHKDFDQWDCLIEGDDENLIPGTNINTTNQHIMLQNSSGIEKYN
# PME-1 inh – PME-1 (human) inhibition; inhibition, % at 5.9 µM; AID 2130; actives 0.53% (n = 320,000); recombinant PME-1, FP-Rh probe fluorescence polarization; Q9Y570;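 active means inhibition above the campaign mean of all compounds plus 3 SD, cut at about 26% in these data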;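 further: competitive labeling of PME-1 active site by serine hydrolase directed probe; 0% = PME-1 with DMSO and 100% = wells lacking PME-1 enzyme; inhibitors block probe labeling so polarization falls and inhibition rises; many of its hits are not listed in these tables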
# PAFAH2 inh – PAFAH2 (human) inhibition. Q99487. inhibition, % at 3.39 µM. recombinant PAFAH2, FP-rhodamine activity probe, fluorescence polarization. actives 0.99% (n = 340,000);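 active means inhibition above the mean over all tested compounds plus 3 SD, cut at about 30% in these data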;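 further: inhibitors block probe labeling of enzyme so polarization drops; 0% = enzyme with DMSO and 100% = wells lacking PAFAH2 protein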
# PAFAH1B2 FP inh – PAFAH1B2 (human) inhibition; P68402; recombinant PAFAH1B2, FP-rhodamine activity probe, fluorescence polarization; inhibition, % at 3.39 µM; actives 1.2% (n = 340,000); AID 492953;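 active means inhibition above the mean of all tested compounds plus 3 SD, cut at about 24% in these data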;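 further: 0% = enzyme with DMSO and 100% = wells lacking PAFAH1B2; many of its hits are not listed in these tables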
# GSTO1 inh – counter-screen for RBBP9 inhibitors: inhibitors of human GSTO1 | recombinant GSTO1, activity-based probe fluorescence polarization | P78417 | actives 1.1% (n = 300,000) | inhibition, % at 5.96 µM;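 active means inhibition above the campaign mean inhibition plus 3 SD, cut at about 35% in these data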;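 further: 0% = GSTO1-1 with DMSO and 100% = wells lacking GSTO1-1 enzyme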
# Target sequence (P78417 whole entry, looked up): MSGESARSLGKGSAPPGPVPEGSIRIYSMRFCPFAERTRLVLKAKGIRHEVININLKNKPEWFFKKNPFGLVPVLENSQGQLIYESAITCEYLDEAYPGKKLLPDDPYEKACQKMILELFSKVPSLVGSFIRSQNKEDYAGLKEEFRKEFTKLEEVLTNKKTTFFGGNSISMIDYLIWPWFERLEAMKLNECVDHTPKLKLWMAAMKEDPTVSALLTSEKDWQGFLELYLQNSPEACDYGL
# LYPLA2 counter – counter-screen for PME1 inhibitors: inhibitors of human LYPLA2; recombinant LYPLA2, FP-Rh probe fluorescence polarization; inhibition, % at 5.9 µM; actives 0.38% (n = 320,000); AID 2177;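 active means inhibition above the screen-wide mean plus 3 SD, limit set per campaign, cut at about 26% in these data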;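 further: 0% = LYPLA2 with DMSO and 100% = wells lacking LYPLA2 enzyme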
# Active calls of the source: *; . = not tested or not shown. These rows are one share of the data; the hit share may differ from the screen's.
no.	structure	LYPLA1 counter	PAFAH1B3 FP inh	PAD4 FP inh	pPAFAH FP inh	PME-1 inh	PAFAH2 inh	PAFAH1B2 FP inh	GSTO1 inh	LYPLA2 counter
1	COc1ccc(/C=C/c2ccncc2)cc1	-1.5	3.6	0.8	4.2	-1.8	-4.4	-0.4	-3.1	0.5
2	Cc1c(Cc2ccccc2)c(=O)oc2c(C)c(OCC(=O)N3CCC(C(=O)O)CC3)ccc12	0.2	9.5	-4.2	8.4	-0.5	-1.8	3.2	-21.6	4.2
3	Cc1cc(C=O)c(C)n1-c1cccc(C(=O)O)c1	-3.3	5.2	-5.7	9.9	-6.4	17.2	10.2	3.8	-1.7
4	Cn1c(-c2ccccc2)cnc1NCc1ccccc1	-2.1	15.5	-2.4	2.5	1.1	-3.5	4.1	3.7	2.5
5	NCC12CC3CC(C1)CC(CN)(C3)C2	-3.8	3.8	6.3	-3.8	-9.9	-3.6	2.3	3.4	-0.6
6	O=C1CC(c2c(F)cccc2Cl)C(n2cncn2)C(O)=C1C1NCCc2ccccc21 (configuration not stated)	4.1	10.0	-0.8	-3.1	-1.2	-3.8	0.5	0.6	1.6
7	CC(C)N1CCC(N2CCN(Cc3ccc(Oc4ncccn4)cc3)CC2CCO)CC1 (configuration not stated)	2.4	1.4	1.3	3.1	0.7	-5.5	-1.1	0.0	5.4
8	COc1ccc(N2CCN(S(=O)(=O)c3c(C)noc3/C=C/N(C)C)CC2)cc1	-4.2	1.4	2.6	5.5	1.2	0.6	2.5	1.7	3.0
9	Cc1ccccc1NS(=O)(=O)c1ccc(NC(=O)CSCc2ccc(Br)cc2)cc1	-34.6	-37.0	-4.1	25.8*	-59.4	-41.1	-15.7	-17.6	-76.8
10	COc1cccc(NC(=O)CN(C)C(=O)c2ccc3ccccc3c2)c1	1.0	3.0	-1.2	3.1	6.5	2.3	4.2	5.3	6.8
11	COC(=O)Cc1ccc(OC(=O)CCS(=O)(=O)c2ccc(C)cc2)cc1	-1.0	1.6	-3.5	12.2	2.1	2.8	5.2	9.9	0.5
12	CC(=O)Nc1nnc(SCC(=O)NCCOc2ccccc2)s1	-0.6	6.3	-1.9	-0.3	-5.5	1.2	-5.8	12.9	3.4
13	CCCCN(C(=O)CNC(=O)c1cccs1)C(C(=O)NC1CCCCC1)c1cccnc1 (configuration not stated)	2.0	1.4	4.9	3.0	-8.9	8.3	5.2	-1.3	8.2
14	CC(C)CN(C(=O)COc1ccc(Br)cc1C=O)C1CCS(=O)(=O)C1 (configuration not stated)	0.9	7.9	1.0	0.2	-0.5	4.3	1.9	4.3	6.0
15	O=C(CSC1CC(=O)N(CC(c2ccccc2)c2ccccc2)C1=O)Nc1ccc(Cl)cc1 (configuration not stated)	-28.6	-29.0	-1.6	-17.0	-68.7	-50.4	-19.8	-5.8	-23.1
16	CCOc1ccc(N(C(=O)CNC(=O)c2ccco2)C(C(=O)NCC2CCCO2)c2ccccc2)cc1 (configuration not stated)	-1.6	13.0	1.0	-5.1	-1.2	3.4	2.3	-5.7	-5.8
17	COc1cc(/C=C/c2ccc(O)cc2)cc(OC)c1	-3.7	-0.7	0.9	7.6	1.9	-1.0	1.7	10.2	6.5
18	CCOc1cc(/C=C/C(=O)OCC(=O)NCc2ccco2)cc(Cl)c1OC	-3.9	0.1	1.5	3.9	-0.5	15.1	2.0	-8.3	1.1
19	CN(C)S(=O)(=O)c1cccc(NC(=O)COC(=O)/C=C/c2ccc(Br)o2)c1	-3.7	-3.1	-2.2	1.7	1.1	40.5*	0.2	-0.7	-8.9
20	O=C(Cc1ccc(-n2c(=O)[nH]c3ccsc3c2=O)cc1)NCc1cccnc1	-2.0	-0.8	-5.8	-4.7	18.0	-5.2	-5.5	6.3	-0.4
21	O=c1cnn([C@@H]2O[C@H](CO)[C@@H](O)[C@H]2O)c(=O)[nH]1	-0.1	10.8	-0.7	1.9	1.7	2.3	2.2	0.6	1.9
22	Cc1ccc(C)c(N2CCN(C(=O)CCc3nc(-c4cccc(C(F)(F)F)c4)no3)CC2)c1	.	1.3	-0.1	8.1	.	-2.6	2.6	.	.
23	O=C(CSc1nnc(CSc2nc3ccccc3s2)o1)NC1CCCCC1	0.6	1.2	6.0	1.8	4.6	4.0	7.9	1.3	4.7
24	Cc1cccn2c(=O)c3cc(C#N)c(=NC(=O)c4cccs4)n(CCCOC(C)C)c3nc12	1.5	7.0	0.0	6.1	0.1	11.9	4.6	6.3	-1.7
25	C/C(=N\Nc1cccc([N+](=O)[O-])c1)c1ccccc1O	-5.9	10.3	-4.8	6.0	45.4*	-2.5	10.0	-1.7	-1.2
26	O=C(C1=C[C@@H](c2ccc3c(c2)OCO3)C[C@@H](OCCCCO)O1)N1CCN(Cc2ccc3c(c2)OCO3)CC1	0.8	0.5	3.8	1.8	2.6	-1.6	-2.5	6.5	8.2
27	Cc1ccccc1OCC(=O)N/N=C/C=C/c1ccccc1	-0.2	3.8	3.1	-2.0	7.5	2.5	-1.7	8.4	-2.0
28	COc1ccc(/C=C(\C#N)C(=O)NCc2cccs2)cc1OC	-3.8	0.9	-5.5	-0.7	-7.2	5.8	5.0	1.4	1.0
29	COc1ccccc1OCc1ccc(C(=O)NCC2CCCO2)o1 (configuration not stated)	0.8	7.4	-1.0	-0.1	-0.6	-3.6	-2.8	0.7	6.3
30	Cc1noc(C)c1S(=O)(=O)N1CCC(C(N)=O)CC1	-0.4	8.8	-0.2	-1.1	-5.8	-6.9	5.3	0.2	1.0
31	COC(=O)NNC(=O)COc1cc(C)c(Br)cc1C(C)C	2.4	9.0	-2.1	1.4	1.2	-0.8	5.6	1.0	5.2
32	C=CCn1c(COc2ccccc2)nnc1SCc1ccc(C#N)cc1	4.0	-3.7	-0.4	1.3	-2.3	0.6	9.8	0.4	5.0
33	Nc1nnc(SCC(=O)Nc2ccccc2N2CCOCC2)s1	-3.6	6.7	-3.4	3.5	-2.9	-3.3	4.0	-0.8	-4.6
34	COC(=O)C1=C(C)N(Cc2ccccc2)C(=O)N[C@H]1c1cccc(C(F)(F)F)c1	-6.4	1.0	5.9	3.0	-3.2	-1.4	-2.0	4.7	-6.3
35	CCOC(=O)C1CCN(C(=O)c2cc3c(C)cc(C)cc3[nH]2)CC1	0.6	17.9	0.4	11.9	1.7	-8.6	1.6	-7.8	0.3
36	O=C(N/N=C/C=C\c1ccccc1)c1cnccn1	-0.7	4.7	-4.3	2.7	6.7	-1.8	-0.1	0.6	3.0
37	CCc1ccc(OC(=O)Cc2ccc(OC)c(S(=O)(=O)N3CCOCC3)c2)cc1	-1.3	3.8	-0.2	1.4	1.9	8.9	4.8	.	3.8
38	COc1ccc(F)c(CN2CCC(CO)(Cc3cccc(C(F)(F)F)c3)CC2)c1	3.3	2.8	-3.1	4.5	-4.6	-2.7	1.6	-6.7	9.0
39	c1ccc(CNc2nc(-c3ccccn3)nc3ccccc23)cc1	1.2	3.0	1.9	2.6	-2.5	-0.6	-0.6	-6.1	0.7
40	Cc1cc(=O)[nH]c(SCC(=O)Nc2ccc(F)c([N+](=O)[O-])c2)n1	6.6	8.4	0.4	-2.5	3.7	0.9	3.5	28.6	6.8
41	CC(OC(=O)c1ccccc1OCc1ccc(Cl)cc1)C(N)=O (configuration not stated)	-2.0	7.5	0.8	5.1	3.2	0.1	7.1	-5.2	2.3
42	Cc1c(Cl)ccc2c(C(N)=O)cc(-c3ccccn3)nc12	1.4	-3.5	2.6	0.2	0.0	-3.6	2.1	0.8	1.4
43	O=C(NC1CCCC1)c1ccc2c(c1)S(=O)(=O)c1ccccc1C2=O	2.5	7.5	-4.4	8.0	7.6	9.1	0.3	1.4	-3.7
44	CC(/C=N/NC(=O)c1ccccc1F)c1ccccc1 (configuration not stated)	1.8	1.6	-0.6	1.8	-2.8	-1.6	1.3	-3.3	6.5
45	CC(=O)Nc1ccc2c(c1)ncn2-c1ccc(C)cc1	2.1	6.3	2.2	1.4	-0.9	2.4	3.4	2.9	5.6
46	CCOC(=O)C(C)Oc1ccsc1C(=O)OC (configuration not stated)	2.5	.	-3.8	8.6	3.0	.	.	6.2	4.5
47	COc1ccccc1-n1cnnc1SCC(=O)N1CC(=O)Nc2ccccc21	-0.1	5.6	-4.9	-3.0	-5.9	-2.0	-1.2	9.0	-0.3
48	CN(C)/C=C/C(=O)c1cnc(-c2ccccc2)s1	-0.9	3.6	-6.4	1.4	-2.0	3.3	5.8	-13.5	-8.4
49	Cc1ccc(N2C(=O)C3N=NN(CC(=O)N4N=C(c5cccc6ccccc56)CC4c4ccccc4)C3C2=O)cc1 (configuration not stated)	-6.3	2.7	-7.0	-5.2	-10.8	-8.3	6.4	2.6	-9.3
50	CC(=O)N1C(=O)N(C)C2C1N(C)C(=O)N2C(C)=O (configuration not stated)	-1.7	.	9.0	2.6	-0.9	.	.	7.0	-0.8
51	CC(C)NC[C@H](O)COc1cccc2[nH]ccc12	-1.4	-6.7	-0.2	2.5	-1.1	6.8	-2.6	0.0	-1.2
52	COc1ccc(C(CCNCc2ccc(OC(C)C)cc2)C(C)C)cc1 (configuration not stated)	4.8	.	0.0	-0.6	2.8	.	.	-2.1	8.7
53	Cc1nn(CC(=O)NC(C)CCc2ccccc2)c(=O)c2nn(-c3ccccc3)c(C)c12 (configuration not stated)	2.6	4.5	-1.4	2.3	-7.9	-4.7	5.1	13.6	-0.3
54	O=C(Nc1cccc(-n2cnnn2)c1)c1cccs1	-6.1	4.8	-2.4	0.9	-3.8	1.4	-5.9	-1.9	-5.3
55	CCOc1ccc(Br)cc1S(=O)(=O)NC1CCCC1	-3.1	8.8	0.8	-0.3	2.6	11.4	-0.2	.	0.3
56	COC(=O)C1=C(C)N(C)C(=S)NC1c1ccccc1 (configuration not stated)	-0.8	7.6	0.2	6.6	-0.3	-4.4	5.3	0.3	3.7
57	CC(C)CNC(=O)CCc1nc(-c2ccccc2)no1	1.8	3.9	3.3	2.4	-4.2	4.0	1.9	9.5	5.2
58	Cc1cccc(C(=O)NCC(=O)N2CC=C(c3ccccc3)CC2)c1	-0.6	12.1	4.0	2.7	-2.0	14.2	4.7	.	2.2
59	CNC(=O)c1cccc(NC(=O)c2ccccc2OCc2ccccc2)c1	2.6	0.5	-4.8	0.9	-2.6	6.6	0.3	-3.0	-4.2
60	CCc1ccc(-c2nc(CN3CCC(C(=O)NCCN(CC)c4ccccc4)CC3)c(C)o2)cc1	-2.1	3.1	-0.8	6.2	-5.1	-0.9	5.8	0.3	-3.0
61	CCOC(=O)c1c(C)c(C(=O)NCCCN2CCCC2=O)c(C)n1CC	1.9	1.1	1.1	2.4	-0.9	10.7	3.5	1.3	1.2
62	CC(Oc1ccc2c3c(c(=O)oc2c1)CCCC3)C(=O)NC1CC(C)(C)NC(C)(C)C1 (configuration not stated)	-1.0	10.6	-0.8	3.2	-4.0	-1.4	1.9	-4.8	4.4
